# EBI2 block = EBI2 receptor antagonists, beta-arrestin recruitment, primary screen, cell-based, luminescence, 7a,25-OHC stimulation, uHTS; 7a,25-OHC stimulated; hit rate 0.81% among 360,000; G-protein coupled receptor 183 (Homo sapiens), P32249; inhibition, % at 5 µM; in the data active = inhibition above about 38%;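 also: enzyme fragment complementation signal reports receptor beta-arrestin coupling in cells; 0% = agonist plus DMSO wells and 100% = wells without agonist; some results beyond the cut were filed as inactive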
# XBP1 UPR activ = activators of adaptive XBP1 UPR arm, primary screen, cell-based, CHO-XBP1 luciferase reporter, luminescence, uHTS | IRE1-XBP1 UPR activation; percent of tunicamycin response, DMSO as zero | activation, % at 20 µM | hit rate 0.33% among 330,000 | AID 463104, 2010;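 active = versus positive control, 20 µM dose yields 30% or more activation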;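 also: 100% = tunicamycin at 10 µg/mL and 0% = DMSO only wells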
#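 Material – CHO cell line with stable XBP1 luciferase reporter · Buffer or medium – F12 plus 10% FBS · Compound – single point, 20 µM final compound, 1% DMSO · Schedule – 16-18 h cell attachment at 37 °C, then 6 h compound exposure · Signal – Steady-Glo luminescence read · Benchmarks – high control tunicamycin 10 µg/mL final, low control DMSO vehicle only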
# CCR6 antag = CCR6 receptor antagonists, primary screen, cell-based, CHO-K1, luminescence, beta-arrestin, uHTS; C-C chemokine receptor type 6 (Homo sapiens), P51684; CHO-K1 CCR6 PathHunter beta-arrestin, CCL20-stimulated; inhibition, % at 20 µM; hit rate 0.49% among 340,000; AID 493098, 2011;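 active = compounds whose inhibition of the agonist-driven luminescence signal at 20 µM reaches about 50%, limit read from the data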;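 also: cells stimulated with CCL20 at 14 nM final; plate controls were DMSO with CCL20 for no effect and DMSO without agonist for full effect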
# tim23-1 inh = growth inhibitors of tim23-1 mutant yeast, primary screen, luminescence, uHTS | S. cerevisiae tim23-1 growth, BacTiter-Glo luminescence, 24 h | inhibition, % at 20 µM | hit rate 1.3% among 330,000 | AID 463212, 2010;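 active = growth inhibition of the mutant yeast at or above 50%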;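 also: temperature-sensitive mutant grown at 25 °C; plate controls were DMSO-treated mutant yeast for no effect and medium wells lacking yeast for full effect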
# APJ ag = agonists of human apelin receptor APJ, primary screen, CHO-K1 cells, PathHunter beta-arrestin, luminescence | hit rate 0.11% among 330,000 | P35414 | activation, % at 20 µM | AID 2520, 2010 | 0% DMSO wells, 100% apelin;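 active = activation more than six SD over the plate average, tested at 20 µM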;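 also: 0% = DMSO alone and 100% = apelin-13 at 10 nM; some results filed as inactive read as strong as hits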
#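 system = engineered CHO-K1 APJ arrestin reporter cells | input = 1000 cells per well | timing = overnight seeding, 90 min compound at 25 °C, 1 h detection | measured by = enzyme-fragment complementation luminescence | read-out = beta-arrestin recruitment to APJ as agonist activity, luminescent signal | control set = negative DMSO alone, positive Apelin-13 at 10 nM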
# APJ antagonist = antagonists of human apelin receptor APJ, primary screen, CHO-K1 cells, beta-arrestin complementation, luminescence | AID 2521, 2010 | inhibition, % at 20 µM | hit rate 0.32% among 330,000;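 active = inhibition above about 40% at 20 µM, limit read from the data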;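 also: cells challenged with 10 nM apelin-13 agonist together with compound; plate controls were apelin-13 plus DMSO wells for no effect and DMSO wells lacking apelin-13 for full effect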
# Mdm2 MdmX PPI = inhibitors of human Mdm2-MdmX association, primary screen, cell-based, luminescence, split luciferase, SaOS-2, uHTS | Protein Mdm4 (Homo sapiens) + E3 ubiquitin-protein ligase Mdm2 (Homo sapiens), … | inhibition, % at 8 µM | hit rate 3% among 330,000 | SaOS-2 split-luciferase Mdm2/MdmX complementation;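 active = inhibition of at least 50% at 8 µM in the primary screen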
# Target sequence (O15151 whole entry, looked up): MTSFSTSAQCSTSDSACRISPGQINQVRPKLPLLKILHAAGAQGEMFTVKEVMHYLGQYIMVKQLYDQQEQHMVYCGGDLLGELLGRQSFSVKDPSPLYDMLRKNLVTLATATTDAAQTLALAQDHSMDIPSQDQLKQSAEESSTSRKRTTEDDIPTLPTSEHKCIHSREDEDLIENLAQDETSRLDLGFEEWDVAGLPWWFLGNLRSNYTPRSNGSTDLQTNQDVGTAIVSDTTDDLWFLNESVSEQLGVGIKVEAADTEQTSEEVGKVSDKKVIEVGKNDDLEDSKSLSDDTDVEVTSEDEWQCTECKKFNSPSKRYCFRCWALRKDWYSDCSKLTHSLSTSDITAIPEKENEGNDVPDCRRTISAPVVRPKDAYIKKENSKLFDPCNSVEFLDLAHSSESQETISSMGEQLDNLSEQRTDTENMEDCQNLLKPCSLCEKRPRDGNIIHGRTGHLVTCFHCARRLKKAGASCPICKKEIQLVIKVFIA
# Target sequence (Q00987 whole entry, looked up): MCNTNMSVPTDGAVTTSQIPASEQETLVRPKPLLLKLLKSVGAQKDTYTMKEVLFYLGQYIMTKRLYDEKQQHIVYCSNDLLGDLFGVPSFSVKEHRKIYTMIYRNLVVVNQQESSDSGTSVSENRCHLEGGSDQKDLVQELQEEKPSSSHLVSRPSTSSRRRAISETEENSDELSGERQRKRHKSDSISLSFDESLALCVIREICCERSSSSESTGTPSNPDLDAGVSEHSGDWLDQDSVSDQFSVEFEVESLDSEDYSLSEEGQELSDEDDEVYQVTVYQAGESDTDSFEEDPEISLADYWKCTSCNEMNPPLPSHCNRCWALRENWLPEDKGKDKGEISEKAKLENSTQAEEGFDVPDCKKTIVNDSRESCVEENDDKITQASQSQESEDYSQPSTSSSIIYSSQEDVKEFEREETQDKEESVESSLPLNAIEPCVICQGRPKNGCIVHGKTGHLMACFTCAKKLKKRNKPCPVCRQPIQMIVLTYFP
# CXCR6 inh = CXCR6 receptor inhibitors, primary screen, cell-based, beta-arrestin, luminescence, CHO-K1 PathHunter, 1536-well; C-X-C chemokine receptor type 6 (Homo sapiens), O00574; inhibition, % at 20 µM; AID 602244, 2012; hit rate 0.36% among 360,000; in the data active = inhibition above about 34%, passing the limit was not always enough;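 also: antagonist mode with CXCL16 agonist at 10 nM final; 0% = 10 nM CXCL16 with DMSO and 100% = unstimulated wells without agonist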
# UPR CHOP act = activators of apoptotic CHOP UPR arm, primary screen, cell-based, CHO-CHOP luciferase reporter, luminescence, uHTS; UPR activation; percent of tunicamycin response over DMSO baseline; activation, % at 10 µM; hit rate 0.34% among 330,000; AID 449763, 2010;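 active = at 10 µM dose, activation of 40% or more, normalized to positive control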;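 also: 100% = tunicamycin at 10 µg/mL and 0% = DMSO alone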
#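 Test system: CHO CHOP reporter cells. Input: 500 CHO-CHOP cells per well. Medium: F12 with 10% FBS. Technique: luciferase luminescence. Measure: percent activation relative to tunicamycin control. Dosing: 10 µM compound, 0.5% DMSO. Timing: 16-18 h cell attachment, then 6 h compound exposure, 37 °C.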
# An asterisk follows results filed as active; . = not tested or not shown.
compound	XBP1 UPR activ	EBI2 block	CCR6 antag	Mdm2 MdmX PPI	APJ ag	UPR CHOP act	APJ antagonist	tim23-1 inh	CXCR6 inh
CCOC(=O)c1sc2nc(-c3cccnc3)ccc2c1N	1	11	-1	-320	0	1.5	18	3	-3
COc1cc(NC(=S)NCCCO)c(OC)cc1Cl	-3	-6	1	4	-2	-2.4	1	16	-3
CCSC1=C(C#N)C(c2ccc3c(c2)OCO3)C2=C(CCCC2=O)N1 (stereo unspecified)	1	-2	-6	21	0	0.1	3	14	-6
CC1(C)C2CCC13CS(=O)(=O)N[C@@H]3C2 (stereo partly specified)	-2	-4	15	-7	-7	-1.3	4	7	4
CCOCCCNC(=O)C1CCCN1C(=O)Nc1ccccc1[N+](=O)[O-] (stereo unspecified)	2	5	6	8	-1	0.5	-5	5	0
Cc1nn(C)cc1S(=O)(=O)N1CCCCC1C (stereo unspecified)	-4	0	-4	23	7	1.4	-1	4	1
NC(=O)C1CCN(c2cc(Cl)nc(N)n2)CC1	2	-2	0	4	-4	-1.2	9	10	0
Cc1cccc(C(=O)N/N=C/c2ccc(OC3CSC3)cc2)c1	2	19	17	-23	3	3.2	-5	6	4
COc1ccc(/C=N/Nc2nc(C)c([N+](=O)[O-])c(N(C)c3ccccc3)n2)cc1OC	4	12	6	11	-2	5.2	10	-22	7
Cc1cccc(C)c1NC(=O)CSC(=S)N1CCCC1	2	-9	-4	-1	-3	0.8	-9	2	5
Cc1ncc([N+](=O)[O-])n1CC(=O)N/N=C/c1ccc(F)cc1	-1	-15	-1	5	-3	-1.1	10	7	-7
CCN1CCN(c2ccc(S(=O)(=O)N3CCCCC3)cc2NC(=O)Cc2c(Cl)cccc2Cl)CC1	-1	15	.	65*	2	1.9	9	5	2
CCOC(=O)c1nc(C)n(-c2ccc([N+](=O)[O-])cc2)n1	-2	-7	-6	0	-3	-1.4	-16	-4	-10
CCOc1ccc(N2C(=O)CC(N(O)c3ccccc3)C2=O)cc1 (stereo unspecified)	19	-1	32	10	-10	185*	-19	13	9
O=C(CN1C(=O)NC2(CCc3ccccc32)C1=O)c1cccs1 (stereo unspecified)	-1	-12	1	-9	-3	2.4	-2	0	-6
COCc1c(C(=O)N/N=C\c2cccnc2)nnn1-c1nonc1N	-2	-2	-4	-2	0	-1.0	1	12	-3
COc1ccc(C(=O)C2CCN(C(=S)Nc3ccc(F)cc3)CC2)cc1	-3	7	6	24	2	-2.9	-15	30	-5
Fc1cc(Br)ccc1NC(=S)Nc1cccnc1	2	-5	8	-10	-7	1.6	-12	4	-3
COc1ccccc1NC(=O)CSc1nc2sc(C)c(C)c2c(=O)n1C	1	-1	10	41	-3	1.3	13	-3	-8
COc1cc(/C=N/NC(=O)Cc2ccccc2)cc(OC)c1OC	2	-2	1	4	-3	0.9	11	9	0
O=C(NC(Cc1ccc2c(c1)OCO2)C(=O)NC(Cc1ccccc1)C(=O)O)c1ccccc1 (stereo unspecified)	0	7	9	17	0	-1.0	-4	5	-4
COc1ccc(CNC(=O)CCS(=O)(=O)Cc2ccc(C)cc2)c(OC)c1	0	-8	5	-2	3	0.5	9	7	-2
O=S(=O)(CCC1CCCCN1)c1ccccc1 (stereo unspecified)	-4	-15	2	-7	-5	1.8	14	0	6
O=C(COc1ccc2c(c1)CCC2)NCc1cccc(Cl)c1	-1	-4	3	1	-3	1.1	-3	21	-1
Cc1ccc(NC(=O)COC(=O)Cc2cccs2)cc1S(=O)(=O)N1CCOCC1	-5	-7	9	22	-6	-0.2	2	9	-4
O=C(c1cc2ncc(Br)cn2n1)N1CCCCC1	-1	-10	6	-16	-2	-1.6	-9	18	0
CCc1cccc(C)c1NC(=O)C(c1ccccc1)N1CCC1=O (stereo unspecified)	-1	-3	-8	12	-2	-0.3	13	6	-1
COC(=O)c1sc(N)c(C(=O)OC)c1COC(=O)CNS(=O)(=O)c1ccc(C)c(C)c1	-2	2	5	9	0	-0.3	9	18	-3
CCOC(=O)C1=CNS(=O)(=O)NC1c1cccc(O)c1 (stereo unspecified)	2	-11	18	1	.	3.9	.	32	-1
COc1ccc2nc(NC(=O)C3CCCO3)sc2c1 (stereo unspecified)	-5	8	2	-110	-4	2.3	1	16	-5

# The list goes on:
compound	XBP1 UPR activ	EBI2 block	CCR6 antag	Mdm2 MdmX PPI	APJ ag	UPR CHOP act	APJ antagonist	tim23-1 inh	CXCR6 inh
CC1CC(C)(C)N(C(=O)CN2CCN(C)CC2)c2ccccc21 (stereo unspecified)	-4	-2	6	27	-1	0.6	9	17	1
CCOc1ccc(N/C=C/C(=O)c2ccccc2)cc1	-6	-10	16	-143	-1	-5.8	8	41	4
Fc1cnc(N2CCOCC2)nc1NCc1ccccc1	-1	21	-1	-14	-3	-0.8	8	18	2
CCOC(=O)C1CCN(C(=O)c2ccc(OCC(=O)Nc3cccc(C(F)(F)F)c3)c(OC)c2)CC1	-3	-20	7	46	9	7.4	-18	46	-8
COC(=O)C1=C(C)N(CCc2c[nH]c3ccc(OC)cc23)C(=O)C1	0	-2	8	-24	3	0.8	2	16	0
O=C(C1COc2ccccc2O1)N1CCc2ccccc2C1 (stereo unspecified)	0	7	17	7	2	2.0	-5	21	-7
OC[C@@H]1[C@@H](c2ccc(F)cc2)C(c2cccc(Cl)c2)=NN1c1ccccc1	0	26	7	28	.	1.4	.	53*	-2
CCN(CC(=O)N1CCN(Cc2ccccc2)CC1)S(=O)(=O)c1ccc(F)cc1	-2	-3	2	-3	12	0.6	21	7	0
CCCC(=O)Nc1ccc(Cl)c(NC(=O)c2cccnc2Cl)c1	2	-8	-24	-5	-1	-2.4	15	11	0
O=C(Cn1cnc2ccccc21)NCCCN1CCOCC1	-1	6	-9	11	-3	-1.8	-2	7	4
O=C(c1ccc(Cl)cc1)c1cnc(-c2ccc(Cl)cc2)s1	4	4	-1	7	-2	-0.2	3	-4	-1
O=C(NCCN1CCCC1=O)C1CCC(=O)N(CCc2cccc(F)c2)C1 (stereo unspecified)	-2	-3	4	8	-6	4.3	8	10	-5
COC(=O)C1=C(C(=O)OC)[C@@H]2N(C)c3ccccc3[C@@]23C[C@@H](C(=O)OC)N(C(=O)CC(C)C)C3=N1	-2	-4	9	14	2	-0.9	9	28	-2
CCO/C(C)=C1\C(=O)N(CC)c2ccccc21	-1	2	-8	5	0	0.7	10	19	-8
CCC(C)(C)C1CCc2[nH]nc(C(=O)NC3CCCC3)c2C1 (stereo unspecified)	5	26	15	26	5	4.1	6	59*	-6
CCCCN(CC)CCNC(=O)c1cc2c(=O)[nH]c3ccccc3c2s1	0	-10	7	37	-2	0.1	-9	5	-7
Cc1ccc(SCC(=O)OC(C)C(=O)NC2(C#N)CCCCC2)cc1 (stereo unspecified)	-4	10	8	14	-8	0.0	13	9	-8
Cc1ccc(C(=O)NCc2ccco2)cc1S(=O)(=O)N1CCOCC1	0	-1	1	-7	-2	-0.9	-4	6	7
Cc1ccc(-c2nnc3c(C(F)(F)F)nc4ccccc4n23)cc1	7	-7	4	54*	1	1.5	13	9	2
CS(=O)(=O)N1CCCC(C(=O)NCCCN2CCC(Cc3ccccc3)CC2)C1 (stereo unspecified)	1	-10	15	-20	3	-1.5	14	15	-5
COC(=O)COc1cccc(NC(=O)c2cccs2)c1	0	3	-12	10	-4	0.0	3	26	-3
CCOC(=O)CSc1nnc(-c2ccc(NS(=O)(=O)c3ccc(C)cc3)cc2)o1	0	3	-1	1	-3	1.5	7	-3	3
CCOC(=O)C1CCCN(C(=O)c2cc(S(=O)(=O)N3CCCCC3)ccc2Cl)C1 (stereo unspecified)	-4	1	8	21	-1	-1.2	3	17	-11

# 13 successive records already listed:
compound	XBP1 UPR activ	EBI2 block	CCR6 antag	Mdm2 MdmX PPI	APJ ag	UPR CHOP act	APJ antagonist	tim23-1 inh	CXCR6 inh
CC1CC(C)(C)N(C(=O)CN2CCN(C)CC2)c2ccccc21 (stereo unspecified)	-4	-2	6	27	-1	0.6	9	17	1
CCOc1ccc(N/C=C/C(=O)c2ccccc2)cc1	-6	-10	16	-143	-1	-5.8	8	41	4
Fc1cnc(N2CCOCC2)nc1NCc1ccccc1	-1	21	-1	-14	-3	-0.8	8	18	2
CCOC(=O)C1CCN(C(=O)c2ccc(OCC(=O)Nc3cccc(C(F)(F)F)c3)c(OC)c2)CC1	-3	-20	7	46	9	7.4	-18	46	-8
COC(=O)C1=C(C)N(CCc2c[nH]c3ccc(OC)cc23)C(=O)C1	0	-2	8	-24	3	0.8	2	16	0
O=C(C1COc2ccccc2O1)N1CCc2ccccc2C1 (stereo unspecified)	0	7	17	7	2	2.0	-5	21	-7
OC[C@@H]1[C@@H](c2ccc(F)cc2)C(c2cccc(Cl)c2)=NN1c1ccccc1	0	26	7	28	.	1.4	.	53*	-2
CCN(CC(=O)N1CCN(Cc2ccccc2)CC1)S(=O)(=O)c1ccc(F)cc1	-2	-3	2	-3	12	0.6	21	7	0
CCCC(=O)Nc1ccc(Cl)c(NC(=O)c2cccnc2Cl)c1	2	-8	-24	-5	-1	-2.4	15	11	0
O=C(Cn1cnc2ccccc21)NCCCN1CCOCC1	-1	6	-9	11	-3	-1.8	-2	7	4
O=C(c1ccc(Cl)cc1)c1cnc(-c2ccc(Cl)cc2)s1	4	4	-1	7	-2	-0.2	3	-4	-1
O=C(NCCN1CCCC1=O)C1CCC(=O)N(CCc2cccc(F)c2)C1 (stereo unspecified)	-2	-3	4	8	-6	4.3	8	10	-5
COC(=O)C1=C(C(=O)OC)[C@@H]2N(C)c3ccccc3[C@@]23C[C@@H](C(=O)OC)N(C(=O)CC(C)C)C3=N1	-2	-4	9	14	2	-0.9	9	28	-2

# Source: PubChem BioAssay (Sanford-Burnham Center for Chemical Genomics)

# Some of the compounds tested; the hit share may differ from the screen's.
